MT1-MMP act inh = blocks activation of human MT1-MMP; HT1080 RFP-PRO-GFP cells, GFP/RFP ratio fluorescence, overnight; percent of plate control window, DMSO zero; AID 651647; 360,000 compounds, 0.061% hits; GFP/RFP ratio change, % at 20 µM;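 active = GFP/RFP ratio change of at least 30% with cell ATP level not reduced by more than half and red fluorescence within 50% of control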; note: strong numbers were not always called active
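system = RFP-PRO-GFP reporter HT1080 cells | dosing = 20 µM single dose, 1% DMSO | timing = overnight cell settling, then overnight compound exposure, 37 °C, 5% CO2 | read-out basis = GFP/RFP fluorescence ratio | controls = DMSO and RFP-L50D-GFP cell wells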
MsrA inh = inhibitors of bovine MsrA; AID 651718; inhibition, % at 15.5 µM; purified bovine MsrA, absorbance read-out; 360,000 compounds, 0.75% hits; in the data active = inhibition above about 4.5%;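 note: 0% = vehicle wells with enzyme and 100% = reference inhibitor wells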
eLon inh = inhibitors of E. coli Lon protease; P0A9M0; 360,000 compounds, 0.42% hits; inhibition, % at 7.94 µM; AID 602123; purified E. coli Lon protease, fluorescence polarization; in the data active = inhibition above about 13%, passing the limit was not always enough;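 note: 0% = enzyme with probe and DMSO and 100% = no enzyme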
Target sequence (P0A9M0 whole entry, looked up): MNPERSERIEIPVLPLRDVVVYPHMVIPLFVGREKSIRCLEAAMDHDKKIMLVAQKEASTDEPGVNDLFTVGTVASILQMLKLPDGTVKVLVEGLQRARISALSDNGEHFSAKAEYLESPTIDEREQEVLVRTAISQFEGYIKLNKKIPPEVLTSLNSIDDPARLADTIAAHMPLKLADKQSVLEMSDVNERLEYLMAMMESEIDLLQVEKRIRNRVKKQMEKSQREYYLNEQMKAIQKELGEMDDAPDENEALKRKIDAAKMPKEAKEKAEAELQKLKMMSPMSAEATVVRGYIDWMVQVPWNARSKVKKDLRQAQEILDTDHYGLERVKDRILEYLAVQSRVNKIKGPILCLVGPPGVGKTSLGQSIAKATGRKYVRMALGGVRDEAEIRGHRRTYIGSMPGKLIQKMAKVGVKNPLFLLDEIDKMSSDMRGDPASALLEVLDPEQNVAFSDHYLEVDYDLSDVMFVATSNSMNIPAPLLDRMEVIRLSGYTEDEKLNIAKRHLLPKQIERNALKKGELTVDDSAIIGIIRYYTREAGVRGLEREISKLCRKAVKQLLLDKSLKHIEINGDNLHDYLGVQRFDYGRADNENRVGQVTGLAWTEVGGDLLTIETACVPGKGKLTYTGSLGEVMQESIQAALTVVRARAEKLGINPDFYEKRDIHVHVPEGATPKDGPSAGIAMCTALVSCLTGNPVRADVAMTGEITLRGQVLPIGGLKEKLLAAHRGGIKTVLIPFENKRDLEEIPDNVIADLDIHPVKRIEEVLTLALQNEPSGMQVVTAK
FAS-TE inh = blocks the thioesterase domain of human fatty acid synthase; 360,000 compounds, 0.67% hits; inhibition, % at 15 µM; recombinant FAS-TE, OMFH fluorogenic substrate, fluorescence endpoint; P49327;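 active = compounds whose normalised, plate-corrected inhibition of enzyme fluorescence in the single-dose primary screen is 50% or more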;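 note: 0% = DMSO with enzyme and 100% = substrate without enzyme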
bovine MsrA act = bovine methionine sulfoxide reductase A activation; purified bovine MsrA, absorbance read-out; activation, % at 10.6 µM; 360,000 compounds, 0.3% hits; AID 602163; in the data active = activation above about 7.5%;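 note: 0% = vehicle and 100% = reference activator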
NRP1-CendR mod = NRP-1/CendR interaction modulation; O14786; FAM-RPARPAR peptide binding to NRP-1, fluorescence polarization; inhibition, % at 25 µM; 360,000 compounds, 0.85% hits; AID 602438;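 active = inhibition or corrected inhibition above about 18%, plus a signal ratio from 0.5 to 1.5, limit read from the data, passing the limit was not always enough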; note: strong numbers were not always called active
Neddyl block = inhibitors of human cullin neddylation. P61081+Q13564. TR-FRET cullin neddylation, biochemical. calls only at 25 µM. 360,000 compounds, 0.58% hits; in the data active = inhibition above about 36%
SKN-1 block = inhibitors of C. elegans SKN-1. 360,000 compounds, 0.49% hits. inhibition, % at 21.8 µM. AID 624304. C. elegans VP596 Pgst-4::GFP/RFP ratio, acrylamide-induced, 24 h;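 active = interference check ratio from 0.5 to 1.5 plus GFP to RFP signal ratio inhibition reaching or exceeding a fixed threshold, cut at about 30% in these data, passing the limit was not always enough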; note: some compounds called inactive have numbers as strong as hits
Rin1-Abl PPI inh = blocks binding of human Rin1 to Abl; 360,000 compounds, 0.4% hits; TR-FRET Rin1/Abl binding, biochemical; P00519+Q13671; inhibition, % at 7.35 µM; in the data active = inhibition above about 5%, passing the limit was not always enough
Active calls of the source: *; i = inactive; . = not tested or not shown.

No.	SMILES	MT1-MMP act inh	MsrA inh	eLon inh	FAS-TE inh	bovine MsrA act	NRP1-CendR mod	Neddyl block	SKN-1 block	Rin1-Abl PPI inh
1	FC(F)(F)c1cccc(OCc2noc(-c3ccsc3)n2)c1	4	-0.7	2	21	-10	-4	i	28	0
2	O=C(CN1CCCCCC1)N/N=C/c1cccc(Cl)c1Cl	2	-0.8	-1	-9	-5	11	i	20	0
3	Cc1cc(C)cc(N2C(=O)CN(Cc3ccccc3)C2=S)c1	-1	-0.3	-3	-2	0	10	i	12	1
4	CCOC(=O)Cn1cc(Cn2c3ccccc3c(=O)n2C(C)C)nn1	2	0.6	-3	-10	-3	-8	.	-7	-2
5	Cc1cccc(N(Cc2cc3ccccc3[nH]c2=O)S(=O)(=O)c2ccccc2)c1	0	0.6	2	15	-7	3	i	2	3
6	COc1ccc(CCC(=O)Nc2cnc3ccccc3c2)cc1	1	-0.8	0	2	-3	6	i	3	-1
7	COc1ccccc1C(=O)Nc1cc(C)c(OCC(=O)N2CCOCC2)c(C)c1	-2	0.5	-11	-2	-3	5	i	-5	4
8	Cn1c(N)c(C(=O)CN2CCN(S(=O)(=O)c3ccccc3C#N)CC2)c(=O)n(C)c1=O	3	-0.6	-3	-4	0	2	i	5	0
9	Cc1ccc(C(=O)C2CCN(S(=O)(=O)c3ccc(C(=O)O)cc3)CC2)cc1	1	0.3	2	-2	-1	-15	i	5	2
10	O=C1c2ccccc2NC(c2ccccc2)N1Cc1ccco1 (centres undefined)	-1	-1.1	1	-2	0	-9	.	0	1
11	CCOc1ccc(Nc2nc(N3CCCCC3)nc(N3CCCCC3)n2)cc1	-7	-1.4	6	22	-2	-9	i	7	1
12	CCn1nc(NS(=O)(=O)c2ccc(NC(C)=O)cc2)c2cc3ccccc3nc21	0	1.5	7	-2	-2	-7	i	15	-1
13	CC(C)(C)NC(=O)Cn1nnc(-c2ccccc2NC(=O)c2ccco2)n1	4	-1.0	-1	-4	-2	-4	i	17	2
14	O=C(Nc1ccc(N2CCOCC2)cc1)C1CCN(C(=O)OCc2ccccc2)CC1	-3	-1.4	-5	-8	-3	8	i	-1	-3
15	O=C(CCCn1c(=O)[nH]c2ccsc2c1=O)N1CCN(Cc2ccc3c(c2)OCO3)CC1	-3	0.2	-2	-1	1	4	i	-1	0
16	O=c1oc(CCCO)cc2ccccc12	6	2.6	-8	-8	-3	-9	i	7	1
17	CS(=O)(=O)N(CC(=O)N1CCOCC1)Cc1ccc(Cl)cc1	2	-1.0	5	-3	-5	8	i	-1	0
18	CNc1nc(NC#N)nc(SC)n1	7	-0.1	-4	-5	-4	4	i	0	-1
19	CCCCOc1ccc(C(=O)Oc2ccc(C)nc2)cc1	-3	0.4	-4	6	-1	-2	i	3	-1
20	CCCN(CC(=O)Nc1ccc(F)c(F)c1F)C(=O)C1=COCCO1	-2	-0.3	-13	-1	-2	-4	i	15	0
21	CCOc1ccc(C(C(=O)NCC2CCCO2)N(Cc2cccs2)C(=O)c2snc(C(N)=O)c2N)cc1 (centres undefined)	-11	0.4	-3	4	0	1	i	6	2
22	COc1ccc(NC(=O)c2ccc(S(=O)(=O)N3CCCCCC3)cc2)c(OC)c1	1	0.5	-7	15	-2	-12	i	11	1
23	S=c1[nH]nc(C2CC2c2ccc(Cl)cc2)n1-c1ccc(Cl)cc1 (centres undefined)	4	-1.1	-2	41	-6	8	i	-10	2
24	O=C(N/C(=C\c1ccc(Cl)cc1)C(=O)N1CCOCC1)c1ccco1	-2	0.5	2	-5	-10	0	i	2	4
25	Cc1cc(C)c(S(=O)(=O)ON2C(=O)c3ccccc3C2=O)cc1C	1	0.5	-9	91*	-4	-2	i	0	5
26	O=C(CNS(=O)(=O)c1cccs1)N1CCCC1	1	-1.8	0	-5	-4	5	i	20	0
27	CCC(=O)Oc1ccc(C(=O)Nc2cccc(C(=O)c3ccccc3)c2)cc1	-1	-0.5	-2	17	1	18	i	-13	0
28	C=Cn1cc[n+](CC(=O)c2ccc(OC)cc2)c1	4	0.7	10	-5	0	-4	i	-1	-1
29	CC(=O)c1cc2c(cc1NC(=O)c1ccc(Cl)cc1)OCCO2	0	0.6	-2	-3	-5	5	.	-9	0
30	Cn1nc(Cc2cccc3ccccc23)c(C#N)c1N	6	1.6	-10	-9	-3	11	i	10	-5
31	O=C(NCCN1C(=O)S/C(=C\c2ccc(Cl)cc2)C1=O)C1=COCCO1	6	0.0	5	-2	4	-2	i	-4	-1
32	Cn1c(=O)c2c(nc(CN3CCOCC3)n2CCCc2ccccc2)n(C)c1=O	6	-0.7	5	-12	0	-4	i	10	2
33	Cc1cc(=O)oc2c(C)c(OCC(=O)N3CCC(C(=O)O)CC3)ccc12	3	1.1	-3	-10	-10	-7	i	-10	-4
34	COc1ccc(NC(=O)N(C)C[C@H]2Oc3ccc(NC(=O)Cc4ccccc4)cc3C(=O)N([C@H](C)CO)C[C@@H]2C)cc1	0	-0.3	0	-5	0	-3	i	-10	2
35	CCN(C(=O)CSc1cc(C)c2ccc(OC)cc2n1)C1CCS(=O)(=O)C1 (centres undefined)	2	1.9	0	-4	3	13	i	6	-5
36	Cc1ccccc1-n1c(O)c(/C=C/C=Nc2ccccc2)c(=O)[nH]c1=O	-128	2.9	i	-17	-6	121	i	34	-7
37	COc1ccc(Cl)c(NCCC(=O)O)c1	-2	0.1	-11	-6	-6	0	i	15	-1
38	O=C(Nc1ccccc1F)c1ccc2c(c1)OCO2	-1	0.8	-13	-1	-4	8	i	13	5
39	NNC(=O)c1cc2ccccc2cc1O	-2	2.1	1	-11	-7	-1	i	5	-1
40	O=C(c1ccccc1)c1ccccc1C(=O)N1CCN(Cc2ccccc2F)CC1	0	-0.8	5	-4	-5	0	i	-11	5
41	O=C(Nc1ccc(S(=O)(=O)N2CCCCCC2)cc1)C1CCCO1 (centres undefined)	7	1.5	1	-4	-6	-6	i	-23	-1
42	COc1ccc(C(=O)N2CCCCCCC2)cc1OC1CCN(C(C)C)CC1	0	0.0	2	-11	-5	14	i	-14	1
43	CC(C)C(=O)Nc1c(-c2cccs2)c(=O)c2ccccc2n1C	0	3.2	-5	-11	-4	-4	i	10	-1
44	CC(C)(C)C(=O)c1c(N)[nH]c(C(=O)c2ccccc2)c1-c1ccc(Br)cc1	2	-0.6	-7	1	-1	-1	i	11	.
45	COc1ccc(-c2csc(NC(C)c3nc4cc(Cl)c(Cl)cc4n3CCCO)n2)cc1 (centres undefined)	1	0.4	8	26	-1	6	i	4	0
46	CCO[C@H]1OC(C(=O)O)=C[C@@H](c2ccc(C(F)(F)F)cc2)[C@@H]1CCCO	-8	0.0	-8	-7	-1	10	i	3	4
47	CCOc1ccccc1NC1=C(OC)C(=O)C(Nc2ccccc2OCC)=C(OC)C1=O	4	-0.3	3	2	-1	5	i	11	0
48	COC(=O)N(C)C[C@@H]1OCc2cnnn2CCCC(=O)N([C@H](C)CO)C[C@@H]1C	3	-0.8	0	-6	-2	-6	i	-4	-2
49	O=C(Cn1c(=O)oc2ccccc21)Nc1ccc2c(c1)OCCO2	-5	-0.1	4	-2	-3	6	i	-19	3
50	O=C1CC(N2CCN(Cc3ccccc3)CC2)C(=O)N1c1ccccc1 (centres undefined)	5	1.7	-11	-7	-3	-4	i	1	-2
51	O=C(CCCC(=O)OCC(Cl)=C(Cl)Cl)Nc1ccccc1F	-3	0.3	-4	2	-4	-6	i	1	-2
52	Cc1noc(C)c1CSCC(=O)Nc1nc2ccc(Oc3ccccc3)cc2s1	-2	1.1	2	-12	-2	-8	i	14	-4
53	CC1(C)C(C=C(Cl)Cl)C1C(=O)Nc1ccc(S(=O)(=O)Nc2ncccn2)cc1 (centres undefined)	2	0.9	4	-2	-2	3	i	-10	1
54	Cc1nn(Cc2c(Cl)cccc2Cl)c(C)c1NC(=O)c1sc2ccccc2c1Cl	1	-0.6	0	-20	0	5	i	7	-1
55	Cc1ccc2nc(SCC(=O)Nc3ccc4c(c3)OCO4)nc(=O)n2c1	8	-0.2	10	-5	-4	2	i	-19	2
56	Cc1ccc2sc(N(CCCN(C)C)C(=O)c3ccc(S(=O)(=O)N(C)C4CCCCC4)cc3)nc2c1C	-5	-1.7	-5	26	2	8	i	-7	1
57	COc1cc2c(cc1OC)CC1(CCCCC1)N=C2	-4	2.2	-1	-8	0	4	.	-2	-1
58	COc1ccccc1NC(=O)C1=C(C)Nc2nnnn2C1c1cc(Br)ccc1OC (centres undefined)	-2	-0.1	6	4	0	-12	i	-4	1
59	Cn1c2c(c(=O)n(C)c1=O)C(c1ccc(Br)cc1)Nc1ccccc1O2 (centres undefined)	-4	-0.8	-6	20	-10	-1	i	6	-2
60	CCCCn1c(N)c(N(CCOC)C(=O)c2ccc3c(c2)C(=O)N(c2cc(C)ccc2C)C3=O)c(=O)[nH]c1=O	-4	-0.5	4	12	-3	3	i	8	-3

Structures listed so far that have a furan ring, fused or not (3):
No.	SMILES	MT1-MMP act inh	MsrA inh	eLon inh	FAS-TE inh	bovine MsrA act	NRP1-CendR mod	Neddyl block	SKN-1 block	Rin1-Abl PPI inh
10	O=C1c2ccccc2NC(c2ccccc2)N1Cc1ccco1 (centres undefined)	-1	-1.1	1	-2	0	-9	.	0	1
13	CC(C)(C)NC(=O)Cn1nnc(-c2ccccc2NC(=O)c2ccco2)n1	4	-1.0	-1	-4	-2	-4	i	17	2
24	O=C(N/C(=C\c1ccc(Cl)cc1)C(=O)N1CCOCC1)c1ccco1	-2	0.5	2	-5	-10	0	i	2	4

The results go on.
No.	SMILES	MT1-MMP act inh	MsrA inh	eLon inh	FAS-TE inh	bovine MsrA act	NRP1-CendR mod	Neddyl block	SKN-1 block	Rin1-Abl PPI inh
61	O=C(NCCc1ccc(Cl)cc1)C1CCC(CNc2c(N3CCCCC3)c(=O)c2=O)CC1 (centres undefined)	2	0.1	-6	0	-3	-11	i	-2	1
62	O=S(=O)(c1ccc(Cl)cc1)N1CCN(C(=S)Nc2ccccc2F)CC1	-2	0.6	-1	10	-1	-13	i	0	2
63	COc1ccc2c(c1)C(=O)CCC2c1ccccc1 (centres undefined)	1	-0.3	-4	13	-3	7	i	-6	0
64	CCc1ccc(C2=NN(CCC(=O)NC3CCCCCC3)C(=O)CC2)cc1	1	-0.2	-9	3	-4	17	i	-6	1
65	CC1CC2=C(NC(=S)NC2c2ccc(F)cc2)/C(=C/c2ccc(F)cc2)C1 (centres undefined)	3	-0.8	4	-18	-9	-7	i	1	0
66	CC(OC(=O)c1ccc2c(c1)OCO2)C(=O)NC1CCCCC1C (centres undefined)	2	-1.6	-9	-2	-2	-6	i	-9	6
67	Cc1ccc(C)c2[nH]c(=O)c(CCNC(=O)C(C)(C)C)cc12	2	1.0	-3	-1	1	0	i	13	-4
68	CCCCCCSc1ccc([C@H]2N[C@@](C)(C(=O)OC)[C@H]3C(=O)N(C)C(=O)[C@@H]23)cc1	-4	0.0	5	15	8.4*	10	i	0	-3
69	CCCNC(=O)c1nc(C)n(-c2ccc([N+](=O)[O-])cc2)n1	4	-1.7	-7	-3	-9	8	i	9	3
70	COCCNC(=O)c1ccc(C2SCC(=O)N2Cc2ccco2)cc1 (centres undefined)	1	-0.8	4	-5	-1	15	i	9	-7
71	Cn1c(=O)n(C)c2cc(S(=O)(=O)O)ccc21	2	-0.4	3	-8	2	18	i	1	-1
72	COc1ccc(CCNC(=O)CSc2nc3[nH]ncc3c(=O)n2-c2ccccc2Br)cc1OC	0	-0.3	-2	-15	-2	-3	i	9	8.2*
73	COc1cc2c(cc1NC(=O)COC(=O)[C@@H](NS(=O)(=O)c1cccc(Cl)c1)C(C)C)oc1ccccc12	-5	1.9	2	31	-2	-2	i	7	-2
74	CCCCCC(=O)Nc1cccc(C2=NOC3(C2)C[C@H](C(N)=O)N(C(=O)CCCCC)C3)c1 (some centres undefined)	2	-0.8	-10	-3	2	-7	i	5	0
75	CCOc1ccc(NS(=O)(=O)c2ccc(C(=O)N3CCCC3)cc2)cc1	-7	0.6	2	2	-13	2	i	-12	1

Screens (PubChem)
